12-LOX inh = ALOX12 (human) lipoxygenase inhibition. P18054. Potency, µM (series often up to 108 µM), for the others: at the highest dose activity change, negative = inhibition, most hits filed as inhibitors. purified 12hLO, xylenol orange hydroperoxide absorbance. hit rate 1.1% among 580,000. AID 1671190; active means well fitted inhibition curve with a large enough effect; inconclusive means small, poorly fitted or top-dose-only effect, or another doubt; inactive means no such curve, though single readings can be large or run the other way
Target sequence (P18054 whole entry, looked up): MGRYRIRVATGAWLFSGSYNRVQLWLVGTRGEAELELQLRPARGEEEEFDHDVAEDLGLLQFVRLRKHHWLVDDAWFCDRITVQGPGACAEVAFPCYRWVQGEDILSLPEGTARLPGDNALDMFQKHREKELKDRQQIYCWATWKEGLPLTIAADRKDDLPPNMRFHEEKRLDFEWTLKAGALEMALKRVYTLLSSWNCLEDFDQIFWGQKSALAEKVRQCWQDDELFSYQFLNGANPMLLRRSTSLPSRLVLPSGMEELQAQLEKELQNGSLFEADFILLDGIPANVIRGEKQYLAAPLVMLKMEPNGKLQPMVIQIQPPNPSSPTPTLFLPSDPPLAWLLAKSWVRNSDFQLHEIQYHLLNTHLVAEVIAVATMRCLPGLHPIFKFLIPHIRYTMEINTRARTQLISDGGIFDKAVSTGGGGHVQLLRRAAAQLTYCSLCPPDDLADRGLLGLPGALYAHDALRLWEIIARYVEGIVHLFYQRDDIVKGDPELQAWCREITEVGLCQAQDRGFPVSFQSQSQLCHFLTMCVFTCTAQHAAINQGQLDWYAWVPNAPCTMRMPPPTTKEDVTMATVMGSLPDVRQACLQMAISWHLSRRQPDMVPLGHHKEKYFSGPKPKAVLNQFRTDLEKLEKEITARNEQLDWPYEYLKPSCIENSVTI
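Purified human 12hLO (150 nM final) in 25 mM Hepes, 0.01% Triton X-100, pH 7.0 was preincubated 15 min at room temperature with compound. Then 40 uM arachidonic acid was added, 30 min. Hydroperoxide was read by Fe-XO absorbance ratio 573/405 nm.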
* = called active by the depositor; ? = inconclusive; [ ] = another dose, or the depositor's remark. On the % scale 0 is the no-effect control and ±100 the full control effect; potency means the concentration at half of the fitted maximal effect. This is a subset. The share of hits here may be higher or lower than overall.

12-LOX inh,Structure
6%,CCCC(=O)N1CCC2(CC1)C(=O)N(C)c1ccccc12
27%,COc1ccc(C(=O)Nc2cnc(-c3ccc(Cl)cc3)nc2)cc1
?,COc1cc(NC(=O)Cn2c(N(C)Cc3ccccc3)nc(C)cc2=O)cc(OC)c1
-1%[6.33 µM],COc1ccc(CN2CCCC3(CC(C(C)C)=NO3)C2)cc1 (configuration not stated)
?,Cc1cccc(OCC2(CNCC(C)C)C[C@@H](O)[C@@H](O)C2)n1 (some centres not stated)
15%,CN(C)c1nc2c(c(=O)[nH]1)CCN(C(=O)CCCS(N)(=O)=O)C2
37%[activator],Cc1nc(N)ncc1C(=O)N1CC[C@@H]2[C@@H](CCC(=O)N2CCCO)C1
41%[activator][176 µM],COCC(=O)Nc1ccc(-c2noc([C@@H]3CCCN3CC(C)C)n2)cn1
12%[6.33 µM],CC(=O)NCCCC(=O)N1CCOC2(CCN(C(=O)c3ccccc3)CC2)C1
-6%,COC(=O)CC#C[C@@H](C)[C@H](NS(=O)(=O)c1ccc(C)cc1)C(C)(C)C
32%,COc1cc(OC)c(NC(=O)Cn2nc3n(c2=O)CCCCC3)cc1Cl
12%,CCOC(=O)C1=CCN(S(=O)(=O)c2ccc(Br)cc2)C1c1ccc(Br)cc1 (configuration not stated)
-1%[176 µM],COc1ccc(NC(=O)c2ccc3c(c2)OCCN(CCC(F)(F)F)C3)cc1F
1%[12.5 µM],CC(C)(C)OC(=O)N1CC(c2ccccc2)C1
14%,CCC1(C(=O)NCc2ccc(Cl)cc2)CCCCC(=O)N1 (configuration not stated)
56%[activator],Cc1ccsc1CN1CCc2[nH]nc(C(=O)N(C)C)c2C1
-26%,C=CCN=C1NC(c2ccccc2C(F)(F)F)C(C(=O)OC)=C(C)N1Cc1ccccc1C(F)(F)F (configuration not stated)
?,COc1ccc(F)c(F)c1CN1CCC2(CCNCC2)C1
29%,CC(C)C1c2nccn2CCCN1C(=O)Cn1c(=O)oc2ccccc21 (configuration not stated)
1%,O=C(CC1CCCC1)N1C[C@@H](CO)[C@H](c2nc(-c3ccncc3)no2)C1
8%,Cc1ccc(Cc2ccccc2C(=O)N2CCC3(CC2)CNC(=O)C3)cc1F
119%[activator],CC(C)N1C[C@H](O)C[C@H]1c1nnc2n1CCN(C(=O)c1ccc3ncccc3c1)C2
17%,COc1cccc(CN2CCNC(=O)C2CC(=O)NCC(N)=O)c1OC (configuration not stated)
64%[activator],COc1ccc(CCC(=O)N(C)C2CCc3nnc(C)n3CC2)cc1OC (configuration not stated)
56%[activator],CNC(=O)N1C[C@@H](CN(C)C)[C@H](NC(=O)c2ccco2)C1

13 compounds out of the list, ordered by SMILES length, high to low:
12-LOX inh,Structure
119%[activator],CC(C)N1C[C@H](O)C[C@H]1c1nnc2n1CCN(C(=O)c1ccc3ncccc3c1)C2
-6%,COC(=O)CC#C[C@@H](C)[C@H](NS(=O)(=O)c1ccc(C)cc1)C(C)(C)C
1%,O=C(CC1CCCC1)N1C[C@@H](CO)[C@H](c2nc(-c3ccncc3)no2)C1
12%,CCOC(=O)C1=CCN(S(=O)(=O)c2ccc(Br)cc2)C1c1ccc(Br)cc1 (configuration not stated)
15%,CN(C)c1nc2c(c(=O)[nH]1)CCN(C(=O)CCCS(N)(=O)=O)C2
41%[activator][176 µM],COCC(=O)Nc1ccc(-c2noc([C@@H]3CCCN3CC(C)C)n2)cn1
56%[activator],CNC(=O)N1C[C@@H](CN(C)C)[C@H](NC(=O)c2ccco2)C1
32%,COc1cc(OC)c(NC(=O)Cn2nc3n(c2=O)CCCCC3)cc1Cl
29%,CC(C)C1c2nccn2CCCN1C(=O)Cn1c(=O)oc2ccccc21 (configuration not stated)
17%,COc1cccc(CN2CCNC(=O)C2CC(=O)NCC(N)=O)c1OC (configuration not stated)
-1%[6.33 µM],COc1ccc(CN2CCCC3(CC(C(C)C)=NO3)C2)cc1 (configuration not stated)
?,COc1ccc(F)c(F)c1CN1CCC2(CCNCC2)C1
1%[12.5 µM],CC(C)(C)OC(=O)N1CC(c2ccccc2)C1

More results follow.
12-LOX inh,Structure
-18%,COc1ccc(-c2cc(NC=O)c3ncc(-c4ccc(OC)c(OC)c4)n3c2)cn1
?,Cc1cc(C)n(-c2cccc(CN3CCN(C4CCNC4)CC3)c2)n1 (configuration not stated)
26%,OCC1(Cc2ccccc2)CCCN(Cc2cnn(-c3cccc(Cl)c3)c2)C1 (configuration not stated)
39%,CC(C)(C(=O)NCc1ccc(OC(F)(F)F)cc1)C1CCOCC1
34%[activator],Cc1nc2cc(N3CCCC(C(=O)NCCN4CCCCCC4)C3)cnc2nc1C (configuration not stated)
-30%,CCN(CC)Cc1cnc2c(C(=O)NCc3ccsc3)cnn2c1
13%[176 µM],COc1ccc(CN2CCC3(C2)C(=O)N(C)c2ccccc23)cc1 (configuration not stated)
?,Cc1ccc(C)n1C1C(=O)N(Cc2ccc(C(F)(F)F)cc2)c2ccccc21 (configuration not stated)
2%[176 µM],Cn1cc(CN2C[C@@H](F)[C@@H](OCc3nc4ccccc4o3)C2)c2ccccc21
1%,COc1ccc(S(=O)(=O)N2C[C@@H]3C[C@H](C2)c2ccc(-c4ccc(OC(F)(F)F)cc4)c(=O)n2C3)cc1
34%[activator],COc1ccccc1-c1noc(-c2nnn3c2COC(c2ccc(Cl)cc2)C3)n1 (configuration not stated)
51%[activator],CCN1C(=O)N(C2Cc3ccccc3C2)C(=O)C12CCN(Cc1cnc(-c3ccccc3)s1)CC2
21%,COc1cccc(C(=O)NC(C(=O)N2CCCCC2)C2CCN(C(=O)c3cccc(F)c3)CC2)c1 (configuration not stated)
23%,O=C(CCCc1c[nH]c2ccccc12)N1CCc2nc3cc(-c4ccccc4)[nH]n3c(=O)c2C1
-3%[176 µM],CS(=O)(=O)c1ccc(CN2C[C@@H]3OCC(=O)N(Cc4ccc(F)cc4)[C@@H]3C2)cc1
32%[activator],COc1ccccc1CC(=O)NCc1nnc2ccc(-c3ccc(C)c(C)c3)nn12
27%,Cc1oc(-c2ccccc2NC(=O)c2ccccn2)nc1CNC(=O)c1ccc(Oc2ccccc2)o1
52%[activator],CC1(C)CC(NC(=O)Cn2nc3c(cc2=O)CCCCC3)CCO1 (configuration not stated)
42%[176 µM],O=C(NC1CC1)C1CCCN(c2nc3ncccc3o2)C1 (configuration not stated)
?,CC(C)NC(=O)N1CCN2C(=O)c3cc(-c4ccc5c(c4)OCO5)ccc3NC(=O)[C@H]2C1
?,NC(=O)/C(=C\c1ccc([N+](=O)[O-])o1)c1ccco1
19%,O=C(c1ccco1)N1CCCCC1c1nc(CCOCC2CC2)no1 (configuration not stated)
3%,Cc1nn(-c2ccc(C(F)(F)F)cc2)c(C)c1[C@@H]1C=C[C@@H](NC(=O)Nc2cccc(C#N)c2)C1
64%[activator],CN(C)C[C@@H]1CN(c2ccncn2)C[C@H]1NC(=O)CC1CCCCC1
4%[12.5 µM],CCCC1CN(C(=O)OC(C)(C)C)CCN1 (configuration not stated)
31%[activator],COc1ccc(-c2cnn(C(C)(C)C(=O)Nc3ccccn3)c2)cc1OC
44%[activator],Cc1c(C(=O)N[C@H](c2cnn(C)c2)C2CC(O)C2)sc2nc[nH]c(=O)c12 (some centres not stated)
58%[activator],Cc1ccn2c(C(=O)N3CCn4nc(CCC(=O)NC(C)C)cc4C3)nnc2n1
31%,CC(C)CN(Cc1cccnc1)C1CN(S(=O)(=O)Cc2ccccc2F)C1
-18%,COc1cccc(NC(=O)Cn2c(-c3cccc(Cl)c3)nc(C)c(CCO)c2=O)c1
15%,C=CCCC(CN1CCSCC1)Oc1ncc(C)c(N(C)C)n1 (configuration not stated)
100%[activator],CC(=O)N1CCCC2(C1)C(=NC1CCCCC1)NC(=O)N2c1cccnc1 (configuration not stated)
18%[176 µM],CCOCCN1C(=O)COC[C@@H]1[C@H](O)c1ccc(NC(=O)Cc2ccccc2)cc1
-14%,CCN1CCN(CCNC(=O)Cc2cccn2-c2ccc(C)cc2)CC1
10%,CNc1ccc(C(=O)NCCCc2c(C)noc2C)cn1
11%[176 µM],CC1=C[C@@H](CNC(=O)c2ccccc2)[C@H](C(C)C)C[C@H]1CC(=O)N1CCCC1
9%,COc1ccc(OCc2nc(C(=O)N3CCCC(C)(CO)C3)co2)cc1 (configuration not stated)
-4%,O=C(CN1CCN(c2ncccn2)[C@@H]2CS(=O)(=O)C[C@@H]21)NCc1ccco1
38%,COc1cccc(CC(=O)N2CCC[C@H]2C(=O)N2CCCCCCNC(=O)CC2)c1
71%[activator],Cc1ccc(-c2cc(N3CCC(CNC(=O)c4cc(C5CC5)[nH]n4)CC3)n[nH]2)cc1
20%,O=C1NC2(CCCCC2)C(=O)N1CC(=O)N1CCCc2ccccc21
19%,Cc1ccc(C)c(C(=O)NCc2nnc3ccc(-c4ccc(C)c(C)c4)nn23)c1
-21%,NC(=O)[C@H](Cc1cccs1)NC(=O)[C@@]1(O)C[C@@H](O)[C@H](O)[C@@H](NC(=O)Nc2ccc(OC(F)(F)F)cc2)C1
6%,Cc1ccc(C(=O)N2CCC(n3cc(-c4nc(C(C)C)no4)nn3)CC2)cc1
-1%,Cc1cc(OCC(C)CN2CCC(C(O)(c3ccccc3)c3ccccc3)CC2)ccc1Br (configuration not stated)
20%,COc1ccc(C(=O)N2CC[C@@H]3COCCN(C)[C@@H]3C2)c(OC)c1
22%,CC(C)CNC(=O)N1CCC(c2noc(C3CC3)n2)C1 (configuration not stated)
133%[activator],CN(Cc1cccnc1)Cc1nc(C2(O)CCN(C(=O)c3ccc(F)cc3)CC2)cs1
56%[activator],Cc1nc2cccnc2n1CC1CCCN(S(=O)(=O)c2ccc(F)c(Cl)c2)C1 (configuration not stated)
15%,COc1ccc(C2Cn3nnc(C(=O)N4CCN(C(=O)c5ccccc5)CC4)c3CO2)cc1 (configuration not stated)

(cont.)
12-LOX inh,Structure
-5%,Cc1oc2c(c(C)nn2-c2ccccc2)c(=O)c1Cl
35%[activator],CSc1ncccc1C(=O)NC1CC(=O)N(CC2CCCCC2)C1 (configuration not stated)
5%[176 µM],COc1ccc(-c2noc([C@@H](C)NS(=O)(=O)c3ccccc3)c2C(=O)O)cc1
38%,COC(=O)NC(C)c1nc(-c2cccnn2)no1 (configuration not stated)
3%,CCCc1nn(-c2cccc(C)c2)c(=O)n1CC(=O)NCc1ccc(C)o1
?,O[C@@H]1CO[C@H]2[C@@H]1OC[C@@H]2n1nnnc1SCc1ccco1
9%,CCOc1cccc(CNC(=O)[C@H]2CCC[C@H]2NC(=O)c2ccc(OC)nc2)c1
28%,Cc1noc(-c2ccn3c(CNC(=O)c4cc(Cl)ccc4F)nnc3c2)n1
-1%[176 µM],Cc1nn2c(c1-c1ccccc1C(C)C)N(C(=O)c1cccc(N(C)C)c1)CCC2
?,CC(CCc1ccccc1)NC(=O)Cn1cccc1-c1nc(-c2ccccc2)no1 (configuration not stated)
19%,CN1CCC(Oc2ccc(C(N)=O)cn2)CC1
-6%[176 µM],Cc1noc(C)c1-c1cc2c(c(-c3cccc(O)c3)c1)C(=O)N(C)C2
55%[activator],CCS(=O)(=O)N1CC(F)(F)C[C@H]1c1nc(-c2cccnc2)no1
69%[activator],CN1CC(=O)N(C2CNC2)Cc2c1ncnc2N1CCCCC1
-63%,O=C1Nc2ccc(-c3ccc4c(c3)OCO4)cc2C(=O)N2CCN(C(=O)COc3ccccc3)C[C@H]12
16%,Cc1ncn(CC(=O)N[C@H]2CCOC[C@H]2C2CCOCC2)c1C
13%,O=C(NCc1ccccc1)c1cn(C2CN(C(=O)NCc3ccccc3)C2)nn1
10%,CCOC(=O)/C=C/c1ccccc1O
8%[176 µM],CC(=O)NC1(C)CCCN(Cc2cc(-c3cccc(N4CCOCC4)c3)cs2)C1 (configuration not stated)
29%,COc1ccc(C(=O)NCC(=O)N2CCCCCCNC(=O)CC2c2ccccc2)cc1 (configuration not stated)
49%[activator],COCC(=O)N1CC(C(=O)NC2CCCCC2)C2(CCOCC2)C1 (configuration not stated)
0%[6.33 µM],C[C@H](C(=O)N1Cc2ccccc2CC2(CCN(Cc3ccncc3)CC2)C1)c1ccccc1
12%[176 µM],CCn1c2c(c(=O)n1Cc1ccccc1)CCN(C(=O)C1CCC(OC)CC1)C2 (configuration not stated)
49%[activator][176 µM],COc1cc(CNc2nc(-c3c(C)noc3C)cc3cc(C)oc23)cc(OC)c1
71%[activator],CC(C)N1C(=O)C2(CCCC2)C1C(=O)Nc1ccc2c(c1)N(C)CCC2 (configuration not stated)

Rewritten field by field: two of the compounds above.
COc1cc(CNc2nc(-c3c(C)noc3C)cc3cc(C)oc23)cc(OC)c1
  12-LOX inh: 49%[activator][176 µM]

CC(C)N1C(=O)C2(CCCC2)C1C(=O)Nc1ccc2c(c1)N(C)CCC2 (configuration not stated)
  12-LOX inh: 71%[activator]

Other results follow:
12-LOX inh,Structure
?,O=C1NC2(CCN(Cc3ccc(OC(F)(F)F)cc3)C2)Oc2ccccc21 (configuration not stated)
2%[176 µM],COC1CCCN(c2cc(-c3ccc(Cl)cc3)nc3c(C)noc23)C1 (configuration not stated)
119%[activator][176 µM],O=C(NC[C@H]1OC[C@@H](NCc2ncc[nH]2)[C@@H]1O)c1cccs1
8%,Cc1ccsc1C(=O)NC1CCCN(c2cc(N(C)C)ncn2)C1 (configuration not stated)
-2%,CCC(=O)N1CCc2sc(C(=O)N3CCN(c4cccc(Cl)c4)CC3)cc2C1
39%,O=C(N[C@@H]1CCOC[C@H]1OCC1CCC1)c1ccc(-n2cnnc2)cc1
10%,Cn1c(CCNC(=O)C2CC23CCN(C(=O)C2=CCCC2)CC3)nc2ccccc21 (configuration not stated)
-13%[57.4 µM],Cc1cc(CS(=O)(=O)c2ccccc2)cc(OCc2ccc(CN3CCC[C@H]3CO)cc2)c1
13%,O=C(Nc1ccc2c(N3CCOCC3)ncnc2c1)c1ccc(F)c(Cl)c1

From PubChem BioAssay
